High-throughput results from PubChem BioAssay.
CHOP inh = CHOP inhibition in unfolded protein response | 3.8% of 220,000 active | CHO-K1 CHOP-promoter luciferase, tunicamycin-induced, 15-18 h | AID 2732 | inhibition, % at 10 µM;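 active = compounds that reduced the stress-induced luciferase reporter signal by more than about 70% of percent inhibition, limit read from the data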;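 also: 0% = tunicamycin plus vehicle and 100% = wells without tunicamycin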
EP2 modulator = modulates human prostaglandin E2 receptor EP2 signaling; EP2-expressing cells, cAMP HTRF FRET, PGE2 co-stimulation; induction, % at 25 µM; 0.83% of 260,000 active; AID 940;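 active = compounds whose cAMP rise, as percent of the full-agonist control response, exceeds 60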;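 also: rat C6 glioma line stably carrying human EP2 under a CMV promoter; the protocol text gives 20 µM as final concentration; 100% = response of wells given 1 µM PGE2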
PGE2 EP2 inh = inhibitors of human EP2 prostaglandin E2 receptor; P43116; C6 glioma cells expressing human EP2, cAMP TR-FRET; cells stimulated with saturating PGE2; inhibition, % at 25 µM; 0.52% of 260,000 active; AID 1422;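 active = percent inhibition above 40 after rounding to a whole number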;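 also: rat C6 glioma host cells with rolipram phosphodiesterase inhibitor present; the protocol text gives 20 µM as final concentration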
PPC-1+TRAIL kill = kills PPC-1 cancer cells in the presence of TRAIL. PPC-1 cells + TRAIL, ATPLite viability luminescence. cell killing (% activity), % at 4 µM. 0.41% of 220,000 active. AID 1443;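 active = cell killing above 50% in the first pass at 4 µM, then a duplicate retest at 5 µM averaging 50% or more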;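 also: plate controls were cells with TRAIL plus DMSO for no effect and medium-only wells lacking cells for full effect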
NPY-Y1 PAM-ag = potentiators or agonists of human neuropeptide Y receptor Y1; NPY-Y1 expressing cells, potentiator/agonist activation; activation, % at 3.6 µM; 0.37% of 220,000 active; in the data active = activation above about 33%, passing the limit was not always enough;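 also: cells stimulated with NPY at EC10 then isoproterenol at EC100; 0% = low agonist plus stimulus and 100% = saturating agonist plus stimulus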
TRPML3 ag = human mucolipin-3 channel agonism; Q8TDD5; HEK293 TRPML3-YFP, Fluo-8 calcium fluorescence; 100% = the carbachol control signal; activation, % at 3 µM; 0.29% of 220,000 active; AID 1448;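 active = activation above its plate's cutoff, the mean activation of the plate's test wells plus 3 SD, cut at about 12% in these data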;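 also: 0% = DMSO only wells and 100% = carbachol wells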
Target sequence (Q8TDD5 whole entry, looked up): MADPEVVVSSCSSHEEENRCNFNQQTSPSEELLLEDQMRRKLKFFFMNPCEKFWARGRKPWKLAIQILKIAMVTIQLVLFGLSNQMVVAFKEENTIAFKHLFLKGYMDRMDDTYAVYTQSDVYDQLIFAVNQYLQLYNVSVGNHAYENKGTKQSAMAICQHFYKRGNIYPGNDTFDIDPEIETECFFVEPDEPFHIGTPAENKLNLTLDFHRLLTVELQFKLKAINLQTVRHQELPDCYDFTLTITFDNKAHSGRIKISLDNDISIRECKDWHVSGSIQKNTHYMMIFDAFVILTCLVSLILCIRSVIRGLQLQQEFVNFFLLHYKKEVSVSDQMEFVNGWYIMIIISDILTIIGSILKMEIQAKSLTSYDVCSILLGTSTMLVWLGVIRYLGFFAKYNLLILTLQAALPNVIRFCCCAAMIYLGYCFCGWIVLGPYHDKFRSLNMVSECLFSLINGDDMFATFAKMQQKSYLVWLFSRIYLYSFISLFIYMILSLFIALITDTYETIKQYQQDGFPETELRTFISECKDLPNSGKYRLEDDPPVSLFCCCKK
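Material: HEK293 cells stably carrying human TRPML3-YFP; compound dosing: single dose, 3 µM final nominal compound, 0.3% DMSO final; incubation: 1-h 37 °C dye load, 5-s basal, 120-s post-compound reads; technique: Fluo-8 intracellular calcium fluorescence, excitation 470-495 nm, emission 515-575 nm; read-out basis: percent activation from peak-to-basal fluorescence ratio, scaled between DMSO and carbachol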
zfTRPN1 agonist = agonists of zebrafish TRPN1 channel. HEK293 zebrafish TRPN1-YFP, Fluo-8 calcium fluorescence; 100% = response to 87 µM carbachol. 0.18% of 220,000 active. activation, % at 3 µM. AID 1424;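 active = activation above its plate's cutoff, the mean activation of test wells on that plate plus 3 SD, cut at about 19% in these data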;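 also: 0% = DMSO alone and 100% = 87 µM carbachol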
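Assay system: Zebrafish TRPN1-YFP in HEK293 cells | Incubation: Dye loading 1 h at 37 °C, then 30 min room temperature | Measured by: Kinetic Fluo-8 fluorescence, ex 470-495, em 515-575 nm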
14-3-3 Bad PPI = disrupts binding of bovine 14-3-3 zeta to phospho-Bad peptide | TR-FRET 14-3-3zeta/Dy647-pBad peptide displacement, 1 h | 0.71% of 220,000 active | inhibition, % at 21.7 µM;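 active = inhibition above about 70%, limit read from the data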;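 also: 0% = full 14-3-3 plus peptide FRET controls and 100% = background without 14-3-3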
Target sequence (P63103 whole entry, looked up): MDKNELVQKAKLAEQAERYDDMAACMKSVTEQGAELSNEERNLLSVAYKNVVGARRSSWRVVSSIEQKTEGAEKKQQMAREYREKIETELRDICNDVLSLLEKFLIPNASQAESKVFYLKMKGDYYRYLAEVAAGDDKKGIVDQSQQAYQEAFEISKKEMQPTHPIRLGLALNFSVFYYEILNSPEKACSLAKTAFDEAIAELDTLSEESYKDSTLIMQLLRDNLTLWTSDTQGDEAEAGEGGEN
NPY-Y1 antag = NPY-Y1 (human) receptor antagonism; P25929; HEK293-CNG Y1 cells, membrane potential fluorescence; NPY at EC95, then isoproterenol; inhibition, % at 3.6 µM; 1% of 200,000 active;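 active = inhibition above the campaign mean inhibition of all tested compounds plus 3 SD, cut at about 20% in these data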;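 also: 0% = DMSO wells given NPY plus isoproterenol and 100% = isoproterenol alone without NPY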
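Assay system: HEK293 Y1/CNG channel cell line; Doses: single compound dose of 3.6 µM, 0.4% DMSO; Timing: dye 3 h, compound 60 min room temperature, stimulation 45 min; Technique: Membrane-potential fluorescent dye readout; Measure: % inhibition of NPY effect.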
Numbers without * were called inactive; . = not tested or not shown; & = joins results of further samples; [ ] = another dose, or the depositor's remark. This is a subset (hit frequency here may not be typical).

SMILES | CHOP inh | EP2 modulator | PGE2 EP2 inh | PPC-1+TRAIL kill | NPY-Y1 PAM-ag | TRPML3 ag | zfTRPN1 agonist | 14-3-3 Bad PPI | NPY-Y1 antag
CCN(CC(=O)Nc1cccc(F)c1)Cc1nc2ccccc2c(=O)[nH]1 | 0 | -26 | 6 | -8 | 9 | 0.7 | 0.4 | -14 | -4
Cc1c(NC(=O)c2cc3c(s2)-c2ccccc2OC3)cccc1[N+](=O)[O-] | 30 | -38 | 9 | 10 | -30 | 0.8 | -0.3 | 0[fluorescence artefact?] | -3
CSC1=NCCN1S(=O)(=O)c1ccc(NC(C)=O)cc1 | 5 | -9 | 7 | 5 | -6 | 1.1 | 0.0 | 0 | 5
Cc1ccc(S(=O)(=O)N(C)C)cc1NC(=S)N1CCCCC1CO (centres undefined) | 20 | -1 | 4 | 19 | -9 | 0.5 | -0.8 | -7 | 0
COc1ccc(CCNC(=S)NC2CCN(Cc3ccccc3)CC2)cc1 | 13 | -80 | 7 | 12 | 8 | 2.4 | 4.1 | -25 | -2
Cc1ccc(NC(=O)CC(=O)NCCN2CCOCC2)cc1 | 23 | 11 | 20 | 12 | 1 | 0.0 | -0.1 | 0 | -1
Cc1ccc([N+](=O)[O-])cc1S(=O)(=O)Nc1ccc(N2CCOCC2)cc1 | -8 | -54 | 6 | 31 | 1 | 1.0 | 1.2 | -2 | -1
COc1ccc(N2CCN(C(=O)CN3CCN(C(c4ccccc4)c4ccccc4)CC3)CC2)cc1 | 31 | 47 | 7 | 26 | -21 | -1.4 | -1.9 | 10[fluorescence artefact?] | 8
CSCCC(NS(=O)(=O)c1ccc(Cl)cc1)C(=O)OCC(=O)c1c(C)[nH]c2ccccc12 (centres undefined) | -13 | -105 | 24 | 20 | 23 | 0.7 | 2.0 | 3[fluorescence artefact?] | -5
Clc1ccc(/C=N/Nc2nc(Cl)nc3ccccc23)cc1 | 49 | -45 | 13 | -2 | -10 | 0.1 | 0.0 | 3[fluorescence artefact?] | 4
FC(F)(F)c1ccncc1-c1nnnn1-c1ccc(Cl)cc1 | 14 | -4 | 13 | 20 | 21 | -0.1 | -0.1 | -11 | .
O=C(Cc1cccs1)N1CCN(c2ccc([N+](=O)[O-])cc2)CC1 | 22 | -12 | 6 | 7 | 15 | 1.6 | 2.9 | -15 | 2
CCN(CC)CCn1c2ccc(Cl)cc2c2nc(C)sc21 | -14 | 14 | 6 | 22 | -1 | 0.4 | -0.4 | -1 | 9
O=C(Nc1nc2ccccc2[nH]1)c1ccc(Br)o1 | -7 | -25 | 0 | 25[5 µM] | -9 | 0.4 | 1.6 | -12 | 14
Cc1ccc(-n2nccc2-c2nn(-c3cccc(C(F)(F)F)c3)c(=O)n(C)c2=O)cc1 | 12 | -5 | 13 | 6 | 2 | 0.8 | 0.4 | 0 | -3
CC(C)Oc1ccc(S(=O)(=O)N(C(C)C)C(C)C)cn1 | 27 | 27 | 7 | 2 | -9 | 2.3 | -0.8 | -1 | 3
CN(C1CCCCC1)S(=O)(=O)c1ccc(S(=O)(=O)N2CCN(CCC#N)CC2)cc1 | 23 | -8 | 11 | 16 | 5 | 1.1 | 0.3 | 6 | -1
O=S(=O)(Cc1ccccc1)N1CCc2ccccc21 | 27 | -17 | 9 | -8 | -5 | 0.3 | -1.4 | -15 | 0
Cc1cc(C)n(-c2ccc([N+](=O)[O-])cc2-c2nn[nH]n2)n1 | -7 | 28 | 5 | 1 | 6 | 1.0 | 0.3 | -11 | 0
CCCCOC(=O)N/N=C/C=C/c1ccccc1 | -11 | 6 | 4 | -9 | -19 | 0.1 | -2.3 | -9[fluorescence artefact?] | 2
CCC(=O)OC1(C#CCOc2ccc(OC)cc2)CCN(C)CC1 | 7 | 8 | 6 | 33 | -9 | 0.1 | 2.7 | 33[fluorescence artefact?] | 2
NS(=O)(=O)c1cccc(NC(=O)CSc2nnc(C3CC3)n2Cc2ccccc2)c1 | 14 | 9 | 8 | -8 | 13 | 0.4 | -1.3 | -6 | .
O=S(=O)(c1ccc(F)cc1)N1CCN(c2ccc(-c3ccccc3)nn2)CC1 | -37 | 12 | 2 | -4 | -3 | 4.2 | 1.4 | -11 | 2
CCOc1ccc(OCC(=O)Nc2ccc(S(N)(=O)=O)cc2)cc1 | 10 | 4 | 11 | -2 | -7 | -0.1 | 1.0 | 1 | 4
CC(=O)N1CCc2cc(Br)cc(S(=O)(=O)NCCCN3CCCC(C)C3)c21 (centres undefined) | 6 | -2 | 9 | -3 | 7 | 0.1 | -0.7 | 11 | -1
c1ccc(Cc2nn3c(-c4ccncc4)nnc3s2)cc1 | 32 | 5 | 14 | 4 | -20 | 0.8 | -0.1 | 3 | -1
COc1ccc(Cc2nc(-c3cccnc3)no2)cc1OC | 9 | 15 | 3 | -26 | -1 | 0.6 | -0.2 | -11 | 0
CCCS(=O)(=O)n1nc(-c2ccc(C)cc2)cc1N | 53 | -25 | 9 | -1 | 4 | -0.6 | -2.0 | 5 | 3
O=C(c1cccc(F)c1)N1CCN(c2ccc([N+](=O)[O-])c(N3CCOCC3)c2)CC1 | 14 | -14 | 1 | 13 | 0 | 0.6 | -1.9 | -10 | -2
Cc1ccccc1OCC(=O)NC1=NCCS1 | 16 | 15 | 10 | 27 | -2 | 0.7 | -0.7 | 3 | -1
CC(C)Nc1nc(-c2ccccc2)nc(-n2ccnc2)n1 | 14 | 56 | 3 | -8 | 2 | 0.6 | -0.5 | -4 | 1
O=C(NC1=NCCS1)c1cccc(S(=O)(=O)N2CCc3ccccc32)c1 | 32 | -72 | 5 | 3 | 5 | 4.9 | 5.7 | -17 | 3
COc1cccc(C2SCC(=O)N2c2ccc(Cl)cc2)c1OC (centres undefined) | 10 | -14 | 7 | -3 | -2 | -0.7 | -2.9 | -9 | 15
O=C(c1ccc(S(=O)(=O)N2CCOCC2)cc1)N(Cc1ccco1)Cc1cccs1 | 21 | 0 | 9 | -4 | 2 | 0.9 | 4.2 | 0 | 0
COc1cccc(NC(C)C(=O)N2CC(C)OC(C)C2)c1 (centres undefined) | 0 | 17 | 2 | 17 | -16 | 0.7 | 1.7 | -7[fluorescence artefact?] | 7
CC(C)NC(=O)c1ccccc1NC(=O)C1CCCO1 (centres undefined) | 22 | 2 | 1 | 0 | 6 | 1.1 | 0.3 | -12 | -4
O=C(NCc1ccccc1)c1ccc(/C=N/O)nc1 | 1 | 14 | 12 | -2 | 4 | 1.2 | 0.4 | 5 | -1
CC(C)Cn1c(N)c(C(=O)COC(=O)CN2C(=O)C3CC=CCC3C2=O)c(=O)n(C)c1=O (centres undefined) | 11 | -32 | 5 | 18 | -10 | 0.7 | 3.1 | -5 | -5
COc1ccc(CN2CCN(C(=O)C3CCC(CNS(=O)(=O)c4ccccc4)CC3)CC2)c(OC)c1OC (centres undefined) | 21 | -44 | 6 | 24 | 15 | 1.3 | 3.5 | 2 | 3
CC(C)(CNc1ccc([N+](=O)[O-])cc1Cl)CNS(C)(=O)=O | 21 | -29 | 5 | -13 | -15 | 1.7 | 0.3 | -14 | 7
Cc1ccc(S(=O)(=O)N2CCCCCC2)cc1[N+](=O)[O-] | 44 | 8 | 4 | 0 | -21 | 12* | -1.5 | -6 | 0
COc1ccc(OC)c(NC(=O)CSc2nc3ccccc3cc2Cc2ccccc2)c1 | 14 | -15&9 | 10&7 | 6 | -4 | 0.5 | -0.1 | -1 | 4
COc1ccc(CCNC(=O)CCS(=O)(=O)c2cccc3nsnc23)cc1OC | 78* | 14 | 9 | 38 | 8 | 0.8 | 0.0 | -5 | -7
COc1ccc(N2CCN(c3nc4c(c(=O)[nH]c(=O)n4C)n3Cc3cccc(C)c3)CC2)cc1 | 37 | 70* | 7 | 12 | -12 | -0.1 | 0.3 | 0 | 1
O=C(NS(=O)(=O)Oc1cccc(Cl)c1Cl)OC[C@@H]1CCCN2CCCCC12 (some centres undefined) | -19 | -32 | 7 | 12 | 3 | -0.4 | -0.5 | -6 | 2

Brought forward from above: two compounds; new compounds follow.
SMILES | CHOP inh | EP2 modulator | PGE2 EP2 inh | PPC-1+TRAIL kill | NPY-Y1 PAM-ag | TRPML3 ag | zfTRPN1 agonist | 14-3-3 Bad PPI | NPY-Y1 antag
COc1ccc(N2CCN(c3nc4c(c(=O)[nH]c(=O)n4C)n3Cc3cccc(C)c3)CC2)cc1 | 37 | 70* | 7 | 12 | -12 | -0.1 | 0.3 | 0 | 1
O=C(NS(=O)(=O)Oc1cccc(Cl)c1Cl)OC[C@@H]1CCCN2CCCCC12 (some centres undefined) | -19 | -32 | 7 | 12 | 3 | -0.4 | -0.5 | -6 | 2
CCc1ccc(NC(=O)CSCCN2C(=O)c3ccccc3C2=O)cc1 | -9 | -12 | 6 | 12 | -2 | 0.0 | -0.5 | 10 | -1
O=C(Nc1ccc(N2CCCC2)c(Cl)c1)c1ccc([N+](=O)[O-])cc1 | -11 | -38 | 4 | -2 | -5 | -0.5 | -1.7 | -4 | -10
Cc1ccc2c(c1)N(CCC(=O)NCC1CCCO1)C(=O)CO2 (centres undefined) | 21 | 28 | -1 | 28 | -2 | -0.4 | 0.4 | 5 | -4
O=C1[C@@H]2[C@H](C(=O)N1O)[C@H]1C=C[C@@H]2C1 | 1 | 0 | 11 | 4 | -10 | 0.0 | -0.7 | -4[fluorescence artefact?] | 6
N#CCCC1CCCC=C1N(Cc1ccccc1)C(=O)C(Cl)Cl (centres undefined) | 0 | 1 | 10 | 12 | 20 | 0.1 | -0.3 | 2 | .
Cc1ccc(OC(=O)CCC(=O)OCCCC(F)(F)C(F)(F)F)cc1 | 29 | 13 | 4 | 0 | 30 | -0.5 | -0.1 | 6 | -1
O=C1NC2(CCCCC2)NN1c1ccccc1 | 26 | 20 | 9 | -20 | 20 | 1.2 | 0.2 | 0 | 4
O=C(NNC(=S)Nc1ccc(Cl)c(Cl)c1)c1ccccn1 | 47 | -48 | 5 | 12 | -26 | 0.5 | -0.8 | -3 | 10
Oc1cc2c(cc1O)[C@@H](c1ccccc1)CNCC2 | -8 | 19 | 28 | 2 | -25 | 0.4 | 0.8 | -7 | -2
O=C(N/N=C/c1cccs1)c1c[nH]c2ccccc12 | -6 | -9 | 12 | 27 | 8 | 0.3 | -0.6 | -13[fluorescence artefact?] | 0
COc1ccc(Cl)cc1NC(=O)Cn1c(NCCO)nc2ccccc21 | 14 | 5 | 2 | 8 | 14 | 0.4 | 0.6 | -10 | 8
O=C(N/N=C/c1ccc[nH]1)c1ccncc1 | -2 | 7 | 16 | -2 | 5 | 0.5 | -0.9 | -9 | 3
CNC(=O)CO/N=C/c1ccc(N(C)C)cc1 | -5 | -15 | 2 | -11 | 6 | -0.1 | 0.4 | -2 | 4
CCOc1ccc(OCC)c(NC(=O)CSc2nc3c(c(=O)n(C)c(=O)n3C)n2CC)c1 | 15 | 19&12 | 9&10 | 4 | -14 | 0.9 | 0.2 | -12[fluorescence artefact?] | 4
